# PfM18AAP inh – PfM18AAP inhibitors, malaria aminopeptidase, primary screen, biochemical, QFRET, recombinant enzyme. actives 1.2% (n = 290,000). H-Glu-NHMec fluorogenic cleavage. M18 aspartyl aminopeptidase (Plasmodium falciparum 3D7). inhibition, % at 7.35 µM;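 active means inhibition above the campaign mean inhibition over all tested compounds plus 3 SD, cut at about 28% in these data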;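 further: 0% = plate median of test compound wells and 100% = 2 mM ZnCl2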
# VIM-2 inh – VIM-2 metallo-beta-lactamase inhibitors, primary screen, biochemical, epi-absorbance readout, Pseudomonas aeruginosa enzyme; purified VIM-2, nitrocefin hydrolysis, epi-absorbance fluorescence; inhibition, % at 5.6 µM; actives 0.89% (n = 290,000); AID 1527, 2009;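 active means inhibition above the mean of all tested compounds plus 3 SD, cutoff set per screening run, cut at about 7.5% in these data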;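 further: red hydrolysis product quenches plate fluorescence so inhibitors raise well fluorescence; 0% = enzyme with DMSO and 100% = DMSO without enzyme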
# NALP1 inh – NALP1 inflammasome inhibitors in reconstituted yeast, colorimetric, S. cerevisiae, triplicate retest. S. cerevisiae NALP1/ASC/caspase-1 growth, X-gal OD620, 72 h. inhibition, % at 10 µM. actives 0.61% (n = 280,000); in the data active means inhibition mostly above about 24%, no sharp cut-off; inactive means mostly below about 32%; further: some compounds called inactive have numbers as strong as hits
# DNA FID counter – compounds displacing fluorescent DNA intercalator, primary screen, artefact control for HCV NS3 helicase inhibitor project, biochemical, FID fluorescence; DNA fluorescent intercalator displacement; inhibition, % at 7.9 µM; actives 0.17% (n = 290,000); in the data active means inhibition above about 37%;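 further: 0% = vehicle and 100% = reference compound; higher means more ethidium bromide displaced from hairpin DNA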
# IMP-1 inhibitor – IMP-1 metallo-beta-lactamase inhibitors, primary screen, biochemical, epi-absorbance readout, Pseudomonas aeruginosa enzyme; inhibition, % at 5.6 µM; actives 0.45% (n = 290,000); metallo-beta-lactamase IMP-1 (Pseudomonas aeruginosa); AID 1556, 2009; purified IMP-1, nitrocefin hydrolysis, epi-absorbance fluorescence;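 active means inhibition above the mean plus 3 SD of all compounds in the same screening run, cut at about 4.5% in these data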;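 further: 0% = IMP-1 with DMSO and 100% = DMSO wells lacking enzyme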
#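 System: purified IMP-1; amount: IMP-1 0.2 nM before substrate addition; compound: single dose, 5.6 µM; times: 25 °C, 15 min preincubation, 25 min reaction; signal: Epi-absorbance via hydrolysed-nitrocefin quenching of white-plate fluorescence, 480/530 nm, EDTA stop; benchmarks: DMSO with and without IMP-1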
# SUMO HTRF inh – inhibitors of in vitro SUMOylation cascade, primary screen, biochemical, HTRF, uHTS; actives 0.36% (n = 290,000); SUMO-conjugating enzyme UBC9 (Homo sapiens), P63279; inhibition, % at 35 µM; HTRF SUMOylation assay, SAE1/SAE2 + UBC9; in the data active means inhibition above about 50%, passing the limit was not always enough; further: strong numbers were not always called active
# Target sequence (P63279 whole entry, looked up): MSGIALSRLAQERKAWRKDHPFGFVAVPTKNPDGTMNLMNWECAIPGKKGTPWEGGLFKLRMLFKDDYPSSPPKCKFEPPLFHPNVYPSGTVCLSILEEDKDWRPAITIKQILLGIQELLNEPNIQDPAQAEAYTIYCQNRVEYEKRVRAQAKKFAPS
# NS3 helicase inh – inhibitors of HCV NS3 helicase, primary screen, biochemical, Cy5 molecular beacon fluorescence; NS3 helicase DNA unwinding; inhibition, % at 10.9 µM; actives 0.56% (n = 290,000);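 active means inhibition above the mean of all tested compounds plus 3 SD, set per campaign, cut at about 35% in these data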;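 further: 0% = DMSO wells and 100% = thioflavine S control wells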
#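 Control set: DMSO versus 110 µM thioflavine S; Material: NS3 helicase fragment of HCV; Measured by: Cy5 fluorescence at 0 and 60 min, beacon hairpin quenching; Read-out basis: percent inhibition from t60/t0 fluorescence ratio; Times: reaction time 60 min, 25 °C; Repeats: single replicate; Compound dosing: single dose, 10.9 µM nominal final, DMSO 0.8% final.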
# MEKK2 WT-MEK5 – modulators of MEK5 binding to wildtype MEKK2, primary screen, biochemical, multiplex bead flow cytometry, Alexa488-MEK5. Mitogen-activated protein kinase kinase kinase 2 (Homo sapiens), Q9Y2U5. Alexa488-MEK5 binding to MEKK2 WT; actives lie on both sides. binding response (% of control), % at 10 µM. actives 1.1% (n = 290,000). AID 1531, 2009; in the data active means binding response below about 67% or above about 130%
# MEKK2mut PB1 HTS – MEK5 binding signal on mutant MEKK2 PB1, primary screen, biochemical, multiplex bead flow cytometry, Alexa488-MEK5. AID 1530, 2009. percent response, % at 10 µM. Alexa488-MEK5 binding to MEKK2 mutant. actives 0.35% (n = 290,000); in the data active means percent response above about 24%, passing the limit was not always enough; further: inactives centre near 1; some results filed as inactive read as strong as hits
# * marks the source's active call; other numbers are inactive results; / = no result given. Rows are unselected; about 4.7% have a hit in one of these screens.
SMILES | DNA FID counter | PfM18AAP inh | SUMO HTRF inh | MEKK2 WT-MEK5 | NALP1 inh | VIM-2 inh | NS3 helicase inh | MEKK2mut PB1 HTS | IMP-1 inhibitor
CCOC(=O)CNC(=O)C(CC(N)=O)NC(=O)OC(C)(C)C (stereo not drawn) | -2 | -4 | 19 | 102 | 1 | -2.1 | -17 | 4 | 0.0
CCN(CC)S(=O)(=O)c1ccc2[nH]c(=O)[nH]c2c1 | -11 | -5 | 22 | 89 | 3 | -3.9 | 0 | -2 | -3.7
Cc1noc(C)c1S(=O)(=O)N1CCCC(C(=O)Nc2ccc(Cl)cn2)C1 (stereo not drawn) | -7 | 2 | 11 | 98 | 4 | 0.9 | 3 | 4 | -0.5
CCOC(=O)c1c(C)[nH]c(/C(C)=N/O)c1C | -6 | 6 | 14 | 110 | 16 | -3.0 | 2 | 3 | -2.8
COc1ccc(CSc2cccc3cccnc23)cc1[N+](=O)[O-] | -2 | 1 | -7 | 93 | 31 | 1.9 | 0 | -1 | -4.2
CN(CC1COCCO1)c1nc2nonc2nc1N1CCSCC1 (stereo not drawn) | 0 | -4 | 2 | 100 | 6 | -2.8 | 15 | 2 | -2.8
O=[N+]([O-])c1ccc(Nc2nc(N/N=C\c3ccc4c(c3)OCO4)nc(N3CCCCC3)n2)cc1 | -5 | -3 | -15 | 117 | -9 | -9.5 | -68 | 11 | -2.1
O=[n+]1c2c(n([O-])c3cc(F)ccc31)CCCC2 | -1 | 15 | 20 | / | -6 | -0.5 | 5 | / | -3.9
OC1CCCN(CC(O)COC(c2ccc(F)cc2)c2ccc(F)cc2)C1 (stereo not drawn) | 20 | 6 | -13 | 114 | 17 | 2.8 | -20 | 4 | -0.3
CCOC1CC(C)(C)NC(=S)N1 (stereo not drawn) | -1 | 7 | 1 | 101 | 22 | -1.3 | 9 | -3 | -3.6
NC(=O)C1CCN(CC(=O)Nc2ccc(S(=O)(=O)N3CCOCC3)cc2)CC1 | 0 | -3 | 14 | 105 | 12 | -0.7 | -9 | 1 | -2.4
C=C(C)CN(CC)Cc1c(C(=O)N(C)CCCC)nc2ccccn12 | -2 | -4 | 18 | 88 | 4 | -2.8 | 3 | -12 | -1.3
Cc1cccc(N2CC(C(=O)Nc3nnc(SCc4cccnc4)s3)CC2=O)c1 (stereo not drawn) | -51 | 2 | 14 | 100 | 7 | -5.3 | 11 | 4 | -1.3
Cn1c(=O)[nH]c(=O)c2[nH]c(N(Cc3ccccc3)Cc3ccccc3)nc21 | -23 | 16 | 35 | 121 | 8 | 2.4 | -2 | 15 | 0.0
O=C(Nc1cc([N+](=O)[O-])ccc1Cl)C(Sc1ccccc1)c1ccccc1 (stereo not drawn) | 3 | 0 | -2 | 113 | 14 | -3.1 | -2 | 0 | -4.8
COc1cccc(-c2noc(C3CCCN(C(=O)c4cccc(F)c4)C3)n2)c1 (stereo not drawn) | -35 | 1 | -4 | 100 | 18 | -0.9 | 9 | 5 | -2.6
Cn1c(C(=O)NCCC2=CCCCC2)cc2c(=O)n3ccccc3nc21 | -12 | 11 | 12 | 103 | 5 | -2.5 | 18 | -1 | -7.0
CC(=O)NNc1ccc(C(F)(F)F)cc1[N+](=O)[O-] | 1 | 0 | -15 | 102 | 41 | -2.4 | 7 | 8 | -2.5
CCOC(=O)c1c(C)n(C)c2ccc(OC)c(NS(=O)(=O)CC)c12 | -6 | 4 | 3 | 98 | 35 | -4.2 | -1 | 11 | 0.4
CC(=O)c1ccc(NS(=O)(=O)c2ccc(C)cc2)cc1 | -17 | -10 | 16 | 107 | 1 | -0.4 | -7 | 8 | 0.5
CC1CCCN(CCSc2ccc(Cl)cc2)C1 (stereo not drawn) | 9 | 4 | 9 | 100 | 38 | -2.1 | -6 | -1 | -2.5
CC1CCCCN1C(=O)c1ccc(C(=O)N2CCCCC2C)cc1 (stereo not drawn) | -23 | -6 | 0 | 106 | 5 | -4.7 | 7 | 6 | -6.2
O=C1CCC(Cc2ccccc2)N1 (stereo not drawn) | -4 | -7 | 0 | 109 | -14 | -5.0 | 6 | 9 | -2.1
CCCc1cc(C(=O)NCC(C)C)no1 | 0 | -1 | -16 | 102 | 1 | -5.0 | -1 | 5 | 2.6
Cc1cccc(NC(=O)c2ccc(CN3CCc4ccccc4C3)cc2)c1C | -2 | -11 | 12 | 102 | 3 | -2.5 | 1 | 0 | -3.8
CCOc1cccc2cc(C(=O)NCc3ccc(F)cc3)c(=N)oc12 | 0 | 3 | 8 | 99 | 8 | -1.6 | 4 | 2 | -3.0
COc1cccc(/C=N/Nc2ccccc2C(=O)O)c1O | -10 | 17 | 3 | 106 | -14 | -2.6 | 6 | 5 | -2.0
COc1ccc(OC)c(S(=O)(=O)N2CCN(C34CC5CC(CC(C5)C3)C4)CC2)c1 | 14 | 2 | 1 | 98 | 6 | -3.4 | -3 | -5 | -4.0
COc1cccc(NC(=O)c2cccc(C(=O)Nc3cccc(OC)c3)n2)c1 | -10 | 5 | 4 | 103 | 11 | -3.0 | -10 | 3 | -1.4
Cc1ccccc1C(C(=O)NC1CCCCC1)N(C(=O)CNC(=O)c1ccco1)c1cccnc1 (stereo not drawn) | -1 | -8 | 2 | 98 | 17 | -2.0 | 6 | -1 | -2.6
COc1ccc(C(=O)C[n+]2ccc(-c3nnc4n3CCC4)cc2)cc1 | 1 | -8 | 0 | 96 | 28 | -2.1 | 3 | -1 | -0.3
O=C(OCc1nc2scc(-c3ccccc3)c2c(=O)[nH]1)c1cc(Cl)ccc1[N+](=O)[O-] | 2 | 7 | 3 | 98 | 32 | -0.9 | -2 | -1 | -4.2
S=C(NCCc1ccccc1)N1CCN(Cc2ccc(Cl)c(Cl)c2)CC1 | 2 | -7 | 3 | 119 | 22 | -2.6 | 15 | 16 | -3.0
CC(C)CCNC(=O)CNC(=O)c1cccs1 | 0 | -3 | 11 | 100 | -1 | -8.6 | 0 | -2 | -3.3
CCCC1(C(=O)O)NC(c2ccccc2O)C2C(=O)N(c3cccc(Cl)c3)C(=O)C21 (stereo not drawn) | / | / | -2 | 115 | -19 | / | / | 6 | /
COc1ccccc1CN(Cc1cc2c(C)ccc(C)c2[nH]c1=O)Cc1nnnn1Cc1ccco1 | -27 | -9 | 9 | 101 | 5 | -1.9 | 25 | 2 | -6.7
COCCN(C(=O)CNC(=O)c1cccs1)C(C(=O)NC1CCCCC1)c1ccco1 (stereo not drawn) | -19 | -9 | 21 | 97 | 24 | 0.0 | -2 | -1 | -0.9
COc1ccc(C(NC(C)=O)c2ccc3cccnc3c2O)c(OC)c1 (stereo not drawn) | / | / | -32 | 98 | 1 | / | / | 2 | /
Cc1cc(NS(=O)(=O)c2ccc(NC(=O)CCCC(=O)O)cc2)nc(C)n1 | 2 | -3 | 14 | 109 | 4 | 1.6 | -1 | 8 | -0.1
CCOc1ccc(CNCCCSc2ncccn2)cc1 | 2 | -7 | 14 | 118 | 5 | 0.6 | -1 | 15 | -1.3
CC(C)[C@H](NC(=O)c1ccco1)C(=O)OCC(=O)Nc1cccc(F)c1 | -10 | -10 | -15 | 100 | 3 | -3.7 | 8 | -1 | -3.9
COc1ccc(N2CCN(CCNC(=O)CCCn3c(=O)[nH]c4cc(Cl)ccc4c3=O)CC2)cc1 | 2 | 9 | -8 | 113 | 29 | -1.5 | 0 | 15 | -2.3
O=c1oc(-c2ccccc2NS(=O)(=O)c2ccc(F)cc2)nc2ccccc12 | -28 | 2 | 4 | 100 | 2 | -5.1 | 11 | -2 | -1.2
COc1cc([N+](=O)[O-])ccc1NC(=O)CCN1C(=O)C2C3CCC(C3)C2C1=O (stereo not drawn) | 0 | 0 | 13 | 95 | 28 | -1.6 | -2 | -1 | -3.1
NC(=O)c1ccccc1NCC(=O)c1ccc(Cl)cc1 | -3 | 9 | 12 | 104 | 16 | 0.6 | 11 | 3 | -0.2
CCOC(=O)CSc1cc(C)nc(N)n1 | -7 | -2 | 13 | 97 | 10 | -2.9 | 2 | -5 | -5.3
CC(=O)c1cccc(NC(=O)Oc2ccccc2)c1 | 2 | -1 | 15 | 96 | -1 | -1.5 | -3 | -4 | -0.2
Cn1c(=O)cc(SCC(=O)N2CCN(Cc3ccc4c(c3)OCO4)CC2)c2ccccc21 | -10 | 6 | -17 | 102 | 9 | 1.1 | -7 | 1 | -0.5
CC(=O)c1cccc(NC(=O)C2CCCN(S(=O)(=O)c3ccc(F)cc3)C2)c1 (stereo not drawn) | -27 | 4 | 13 | 105 | 9 | -1.9 | -1 | 2 | -1.9
Cc1ccc(C)c(NC(=O)CCC(=O)OC(C(=O)c2ccccc2)c2ccccc2)c1 (stereo not drawn) | -1 | -5 | -14 | 104 | -48 | -3.2 | 4 | -1 | -2.6

# Sorted by SMILES length (high to low): part of the list above.
SMILES | DNA FID counter | PfM18AAP inh | SUMO HTRF inh | MEKK2 WT-MEK5 | NALP1 inh | VIM-2 inh | NS3 helicase inh | MEKK2mut PB1 HTS | IMP-1 inhibitor
COc1cc([N+](=O)[O-])ccc1NC(=O)CCN1C(=O)C2C3CCC(C3)C2C1=O (stereo not drawn) | 0 | 0 | 13 | 95 | 28 | -1.6 | -2 | -1 | -3.1
Cn1c(=O)cc(SCC(=O)N2CCN(Cc3ccc4c(c3)OCO4)CC2)c2ccccc21 | -10 | 6 | -17 | 102 | 9 | 1.1 | -7 | 1 | -0.5
Cc1ccc(C)c(NC(=O)CCC(=O)OC(C(=O)c2ccccc2)c2ccccc2)c1 (stereo not drawn) | -1 | -5 | -14 | 104 | -48 | -3.2 | 4 | -1 | -2.6
COCCN(C(=O)CNC(=O)c1cccs1)C(C(=O)NC1CCCCC1)c1ccco1 (stereo not drawn) | -19 | -9 | 21 | 97 | 24 | 0.0 | -2 | -1 | -0.9
Cc1cc(NS(=O)(=O)c2ccc(NC(=O)CCCC(=O)O)cc2)nc(C)n1 | 2 | -3 | 14 | 109 | 4 | 1.6 | -1 | 8 | -0.1
O=c1oc(-c2ccccc2NS(=O)(=O)c2ccc(F)cc2)nc2ccccc12 | -28 | 2 | 4 | 100 | 2 | -5.1 | 11 | -2 | -1.2
COc1ccc(C(NC(C)=O)c2ccc3cccnc3c2O)c(OC)c1 (stereo not drawn) | / | / | -32 | 98 | 1 | / | / | 2 | /
NC(=O)c1ccccc1NCC(=O)c1ccc(Cl)cc1 | -3 | 9 | 12 | 104 | 16 | 0.6 | 11 | 3 | -0.2
CC(=O)c1cccc(NC(=O)Oc2ccccc2)c1 | 2 | -1 | 15 | 96 | -1 | -1.5 | -3 | -4 | -0.2
CCOc1ccc(CNCCCSc2ncccn2)cc1 | 2 | -7 | 14 | 118 | 5 | 0.6 | -1 | 15 | -1.3
CCOC(=O)CSc1cc(C)nc(N)n1 | -7 | -2 | 13 | 97 | 10 | -2.9 | 2 | -5 | -5.3
